TRPC4 PAM – positive allosteric modulators of TRPC4, primary screen, cell-based, mouse TRPC4beta, HEK293 mu-opioid, Fluo-4 calcium | B-score at 10 µM | AID 2227, 2009 | DAMGO EC20, Fluo-4 Ca2+ flux; active compounds read high | hit rate 0.42% among 310,000;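 active = B-score of calcium response area above 5 SD of library B-scores, with initial fluorescence ratio within 5 SD of library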;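 note: B-score of integrated fluorescence ratio over time as area under calcium response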
KCNK3 block – human KCNK3 channel inhibitors, primary screen, CHO cells, FluxOR thallium flux, B-score; Potassium channel subfamily K member 3 (Homo sapiens), O14649; hit rate 0.84% among 340,000; B-score at 10 µM; FluxOR fluorescence; active compounds read low; AID 602410, 2012;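 active = B-score under library mean minus 4 SD, starting fluorescence ratio at most library mean plus 5 SD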;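 note: more negative B-score means stronger inhibition of thallium flux through KCNK3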
Target sequence (O14649 whole entry, looked up): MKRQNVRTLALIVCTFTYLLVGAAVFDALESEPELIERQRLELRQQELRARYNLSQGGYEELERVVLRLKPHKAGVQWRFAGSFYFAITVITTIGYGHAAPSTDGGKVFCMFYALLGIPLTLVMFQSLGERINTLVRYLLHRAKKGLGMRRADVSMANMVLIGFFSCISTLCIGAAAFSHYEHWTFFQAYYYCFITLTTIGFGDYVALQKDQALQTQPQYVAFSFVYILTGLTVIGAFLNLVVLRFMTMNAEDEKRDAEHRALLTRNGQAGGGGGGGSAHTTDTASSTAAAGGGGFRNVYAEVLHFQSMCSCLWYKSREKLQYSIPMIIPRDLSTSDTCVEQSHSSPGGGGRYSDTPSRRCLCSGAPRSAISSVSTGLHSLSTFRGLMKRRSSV
TRPC4 agonist – activators of mouse TRPC4 channel, primary screen, Fluo4 calcium, HEK293 TRPC4beta/mu-opioid cells; Short transient receptor potential channel 4 (Mus musculus), Q9QUQ5; Fluo4 calcium fluorescence; active compounds read high; B-score at 10 µM; hit rate 0.49% among 310,000; AID 2237, 2010;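 active = B-score above 5 SD of library B-scores, and initial fluorescence ratio not above library mean plus 5 SD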;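 note: positive B-score marks a calcium rise read as TRPC4 activation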
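system = HEK293 cells stably co-expressing mouse TRPC4beta and mu-opioid receptor | schedule = Fluo4 dye loading 45 min at room temperature, 110 s recording | measure = B-scored integrated calcium fluorescence ratio | signal = Fluo4 calcium-sensitive dye fluorescence, kinetic, 1 Hz baseline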
DYRK1A inh – rat Dyrk1A kinase inhibitors, primary screen, biochemical, single point, plate reader; Dual specificity tyrosine-phosphorylation-regulated kinase 1A (Rattus norvegicus), Q63470; ADP-Glo luminescence, NFATc1 peptide; inhibition, % at 12.5 µM; hit rate 0.43% among 310,000; in the data active = inhibition above about 50%;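 note: plate controls were vehicle with enzyme for no effect and no enzyme for full effect; many of its hits are not listed in these tables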
KCNQ1 block – inhibitors of human KCNQ1 channel, primary screen, cell-based, thallium flux, high-throughput; CHO-K1 KCNQ1, FluxOR thallium flux fluorescence; active compounds read high; B-score at 10 µM; hit rate 1.3% among 310,000;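 active = compounds whose thallium flux B-score, printed positive for inhibition, exceeds three library SD while starting fluorescence stays within three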;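 note: channel opened by potassium depolarization with thallium stimulus after 20 min compound exposure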
TMEM16A inh – TMEM16A chloride channel inhibitors, primary screen, cell-based, HTS; normalized B-score (activity score, 25-100; higher = stronger inhibition) at 10 µM; hit rate 1.2% among 310,000; Anoctamin-1 (Mus musculus), Q8BHY3; AID 588511, 2011; HEK293 TMEM16A/YFP iodide influx fluorescence, ionomycin;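 active = ratio plate-corrected score three or more library SD toward inhibition, starting fluorescence score within five deviations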;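 note: score derived from kinetic fluorescence span divided by baseline fluorescence per well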
KCNK9 inh – KCNK9 potassium channel inhibitors, primary screen, HEK293 cells, thallium flux; FluxOR thallium flux fluorescence; active compounds read low; Potassium channel subfamily K member 9 (Homo sapiens), Q9NPC2; B-score at 10 µM; hit rate 1.2% among 310,000;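 active = ratio B-score over 3 SD below the library mean, with starting fluorescence within 5 SD of its mean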;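 note: negative B-score means less thallium flux so channel inhibition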
Target sequence (Q9NPC2 whole entry, looked up): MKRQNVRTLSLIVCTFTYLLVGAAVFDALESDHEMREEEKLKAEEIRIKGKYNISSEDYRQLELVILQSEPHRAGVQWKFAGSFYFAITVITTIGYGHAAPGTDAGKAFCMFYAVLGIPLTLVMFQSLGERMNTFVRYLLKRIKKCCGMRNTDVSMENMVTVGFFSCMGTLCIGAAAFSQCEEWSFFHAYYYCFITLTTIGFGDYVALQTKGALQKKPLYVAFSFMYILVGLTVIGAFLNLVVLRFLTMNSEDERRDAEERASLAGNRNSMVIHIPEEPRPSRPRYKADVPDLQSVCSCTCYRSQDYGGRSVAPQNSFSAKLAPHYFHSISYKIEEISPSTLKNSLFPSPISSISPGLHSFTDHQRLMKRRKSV
hERG rescue – hERG rescue from dofetilide block, primary screen, cell-based, CHO-hERG, FluxOR thallium flux, dofetilide IC70. dofetilide IC70 present. activation (rescue from dofetilide block), less the hit threshold, % at 10 µM. hit rate 0.51% among 310,000. AID 1511, 2009;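 active = activation above the mean of controls blocked by dofetilide plus 5 SD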;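 note: thallium influx through hERG after potassium depolarization seen as dye fluorescence rise; in these data hits start at about 4.7%; inactives centre near -7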
TMEM16A act – TMEM16A chloride channel activators or potentiators, primary screen, cell-based, HTS; Anoctamin-1 (Mus musculus), Q8BHY3; HEK293 TMEM16A/YFP-H148Q/I152L, iodide quench fluorescence; active compounds read low; B-score at 10 µM; hit rate 0.3% among 340,000; AID 623877, 2012;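 active = fluorescence-ratio B-score plate-corrected deviation score at least 3 library SD below zero, with starting fluorescence score within 5 deviations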;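 note: channel opened by trigger with iodide after compound preincubation; score built on the fluorescence ratio of max minus min over baseline; more negative score means more quench and so TMEM16A activation or potentiation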
HDAC3 inhib – HDAC3 deacetylase inhibitors, primary screen, biochemical, fluorescence, cell-free homogeneous. recombinant HDAC3, fluorogenic peptide/trypsin coupled. hit rate 0.15% among 320,000. Histone deacetylase 3 (Homo sapiens), O15379. inhibition, % at 8.3 µM; in the data active = inhibition above about 26%, passing the limit was not always enough
KCNQ1 act – potentiators or activators of KCNQ1 channel, primary screen, cell-based, thallium flux, high-throughput. Potassium voltage-gated channel subfamily KQT member 1 (Homo sapiens), P51787. AID 2648, 2010. CHO-K1 KCNQ1, thallium flux FluxOR fluorescence; active compounds read high. B-score at 10 µM. hit rate 0.35% among 310,000;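 active = fluorescence ratio B-score, a plate-corrected score, at least three library SD, with initial intensity B-score within 5 SD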
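Assay system: CHO-K1 cells stably expressing KCNQ1. Medium: assay buffer for compound exposure, DMSO matched across wells. Timing: 37 °C overnight plating, 90-min dark dye load, 20-min compound pretreatment. Signal: kinetic FluxOR fluorescence, 10 s baseline plus 110 s post-stimulus.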
Starred values were filed as active, the others as inactive; i = inactive; · = no result given. These rows are one share of the data, so the mix of outcomes need not match the whole.

SMILES	TRPC4 PAM	KCNK3 block	TRPC4 agonist	DYRK1A inh	KCNQ1 block	TMEM16A inh	KCNK9 inh	hERG rescue	TMEM16A act	HDAC3 inhib	KCNQ1 act
CCC(=O)OCC(=O)Nc1cc([N+](=O)[O-])ccc1Cl	i	i	i	2	i	i	i	-9	i	1	i
CCCCNC(=O)c1ccc(CS(=O)(=O)c2ccccc2OC)o1	i	i	i	-2	i	i	i	-6	i	5	i
CCN(CC)S(=O)(=O)c1cc(C(=O)Nc2cccnc2)ccc1Cl	i	i	i	3	i	i	i	-13	i	2	i
CCCCN1C(Nc2ccccc2)=NC[C@@H]1CC(C)C	·	i	·	5	·	i	·	·	i	-2	·
O=c1[nH]c2ccccc2nc1/C=C/c1ccc(O)cc1	i	i	i	0	i	·	i	0	i	·	i
CC(NC(=O)c1ccc(S(=O)(=O)C(F)F)cc1)c1ccccc1 (centres undefined)	i	i	i	·	i	i	i	-7	i	6	i
CCOC(=O)C1CCCCN1C(=O)CCc1nnc(-c2ccc3c(c2)OCO3)o1 (centres undefined)	i	i	i	-1	i	i	i	2	i	0	i
CC(C)C(NC(=O)c1ccccc1)C(=O)NCCc1ccccc1 (centres undefined)	i	i	i	-6	i	i	i	-17	i	10	i
COc1ccc(C(C(=O)NC2CCCCC2)N2CCC3(CC2)OCCO3)cc1 (centres undefined)	·	i	·	-5	·	i	·	·	i	2	·
COC(=O)c1sc(S(=O)(=O)N2CCC(C)CC2)c(C(=O)OC)c1C	i	i	i	2	i	i	i	-6	i	5	i
O=C(Nc1ccc(-n2cccn2)cc1)C1CCCCN1Cc1cccc2c1OCO2 (centres undefined)	i	i	i	-2	i	i	i	-7	i	0	i
COc1cccc(-c2nc(-c3ccccn3)no2)c1	i	·	i	·	i	i	i	-10	·	0	i
COC(=O)Nc1ccc(S(=O)(=O)N2CCC(Cc3ccccc3)CC2)cc1	i	i	i	6	i	100*	i	-8	i	-2	i
CC(=O)Nc1cccc(C(=O)OCC(=O)NNC(=O)c2cccs2)c1	i	i	i	4	i	i	i	-11	i	-5	i
COc1ccc2nc(SCC(=O)N3CCN(c4ccc(F)cc4)CC3)c(C#N)cc2c1	i	i	i	-5	i	i	i	-8	i	-9	i
COc1ccc(S(=O)(=O)Nc2cccc(/C=C/C(=O)O)c2)cc1	i	i	i	10	i	i	i	-4	i	2	i
Cc1cccc(C)c1NC(=O)CSC(=O)c1sc2ccccc2c1Cl	i	i	i	·	i	i	i	-3	i	-7	i
CCOc1ccc(NC(=O)CN(C)C(=O)c2cc(-c3ccncc3)nc3ccccc23)cc1OCC	i	i	i	1	i	i	i	-33	i	5	i
COc1ccc(-c2csc3nc(C(C)(C)C)oc(=O)c23)cc1OC	i	i	i	-2	i	i	i	-10	i	4	i
Nc1nc(SCC(=O)Nc2ccccc2)[nH]c(=O)c1-c1ccccc1	i	i	i	0	i	i	i	-7	i	4	i
Nc1cccc(-c2cn3cc(C(F)(F)F)cc(Cl)c3n2)c1	i	i	i	-7	i	i	i	-4	i	1	i
O=C(NCCNC(=O)c1ccc(Cl)cc1Cl)c1cnccn1	i	i	i	-2	i	i	i	-6	i	-2	i
CC(C)(C)NC(=O)NC(=O)C[n+]1ccc(Cc2ccc([N+](=O)[O-])cc2)cc1	i	i	i	6	i	i	i	-4	i	6	i
O=C1CC(Cc2ccccc2)C(=O)N1Cc1ccco1 (centres undefined)	i	i	i	0	i	i	i	-4	i	-5	i
CN(C)C1=NC[C@H](Cc2ccccc2)N1CCc1ccc(F)cc1	·	i	·	0	·	i	·	·	i	1	·

An excerpt of these results, field by field.
O=c1[nH]c2ccccc2nc1/C=C/c1ccc(O)cc1
  TRPC4 PAM = i
  KCNK3 block = i
  TRPC4 agonist = i
  DYRK1A inh = 0
  KCNQ1 block = i
  TMEM16A inh = ·
  KCNK9 inh = i
  hERG rescue = 0
  TMEM16A act = i
  HDAC3 inhib = ·
  KCNQ1 act = i

CC(NC(=O)c1ccc(S(=O)(=O)C(F)F)cc1)c1ccccc1 (centres undefined)
  TRPC4 PAM = i
  KCNK3 block = i
  TRPC4 agonist = i
  DYRK1A inh = ·
  KCNQ1 block = i
  TMEM16A inh = i
  KCNK9 inh = i
  hERG rescue = -7
  TMEM16A act = i
  HDAC3 inhib = 6
  KCNQ1 act = i

CCOC(=O)C1CCCCN1C(=O)CCc1nnc(-c2ccc3c(c2)OCO3)o1 (centres undefined)
  TRPC4 PAM = i
  KCNK3 block = i
  TRPC4 agonist = i
  DYRK1A inh = -1
  KCNQ1 block = i
  TMEM16A inh = i
  KCNK9 inh = i
  hERG rescue = 2
  TMEM16A act = i
  HDAC3 inhib = 0
  KCNQ1 act = i

The listing continues.
SMILES	TRPC4 PAM	KCNK3 block	TRPC4 agonist	DYRK1A inh	KCNQ1 block	TMEM16A inh	KCNK9 inh	hERG rescue	TMEM16A act	HDAC3 inhib	KCNQ1 act
CCCOc1ccc2c3c(c(=O)oc2c1OCCC)CCC3	i	-11*	i	-2	8*	i	-14*	-1	i	1	i
C/C(=N\OC(=O)c1c(-c2ccccc2Cl)noc1C)c1nccs1	i	i	i	-2	i	i	i	-9	i	3	i
Cc1cc(C)c(N=C2SCC(=O)N2Cc2ccco2)c(C)c1	i	i	i	3	i	i	i	-12	i	-1	i
O=C(O)Cn1nc2ccccc2n1	i	i	i	-14	i	i	i	-13	i	1	i
COC(=O)C1=C(C)NC(C)=C(C(=O)OC)C1c1ccccn1	i	i	i	0	i	i	i	-13	i	11	i
CCOC(=O)CCCSc1nc(-c2ccc3c(c2)OCO3)cc(C(F)(F)F)c1C#N	i	i	i	13	i	i	i	-7	i	1	i
CCC(C)(C)n1nnnc1CN1CCC(NC(=O)c2ccccc2C)CC1	i	i	i	0	i	i	i	-4	i	-1	i
Nc1ccc(-c2c3ccccc3nc3ccccc23)cc1	i	i	i	-1	i	i	i	-7	i	-3	i
O=c1ccc(Cc2ccccn2)n[nH]1	i	i	i	-1	i	i	i	-3	i	3	i
O=C(NCCCn1ccnc1)c1cc2cc([N+](=O)[O-])ccc2oc1=O	i	i	i	2	i	i	i	-5	i	-1	i
COC(=O)Nc1ccc(S(=O)(=O)N2CCCC(C(=O)N3CCC(C)CC3)C2)cc1 (centres undefined)	i	i	i	-2	i	i	i	-6	i	-1	i
O=S(=O)(c1ccc(S(=O)(=O)N(Cc2cccs2)CC2CCCO2)cc1)N1CCCCC1 (centres undefined)	i	i	i	1	i	i	i	-12	i	·	i
CCOC(=O)C1(Cc2cccc(Cl)c2)CCCN(C(=O)c2ccco2)C1 (centres undefined)	i	i	i	-2	i	i	i	-8	i	-3	i
COc1ccc(CCNC(=O)CSc2nnc(Cc3csc(N)n3)n2C)cc1OC	i	i	i	8	i	i	i	-1	i	2	i
O=C(O)CCn1cc(-c2ccc(Cl)cc2)nc1-c1ccc(Cl)nc1	·	i	·	-6	·	i	·	·	i	0	·
O=C(O)c1cccc(N2C(=O)c3cccnc3C2=O)c1	i	i	i	0	i	i	i	-14	i	-5	i
O=c1c(NCCc2ccc(Cl)cc2)c(-c2ccccc2)c1=O	14*	i	i	5	i	i	i	-3	i	13	i
COc1cc(OC)c2ccc(=O)oc2c1C(CCN1CCCC1)c1ccc(N(C)C)cc1 (centres undefined)	i	i	i	-1	i	i	i	-4	i	-7	i
COc1cccc(C2N=C(c3ccccc3C)NO2)c1OC (centres undefined)	i	i	i	3	i	i	i	-4	i	14	i
COc1ccc(N2C(=O)CC(Sc3nc(C)c4c(n3)CCCC4)C2=O)cc1 (centres undefined)	i	i	i	4	i	i	i	-6	i	-4	i
COc1ccc(CCNC2CC(=O)N(CCc3ccc(OC)c(OC)c3)C2=O)cc1OC (centres undefined)	i	i	i	6	i	·	i	-9	i	·	i
O=[N+]([O-])c1ccc(C(O)C[n+]2ccccc2)cc1 (centres undefined)	i	i	i	1	i	i	i	-6	i	9	i
CC(C)c1nnc(NC(=O)c2ccc(N3C(=O)CCC3=O)cc2)s1	i	i	i	-1	i	i	i	-10	i	1	i
COc1ccc(C2(C(=O)N3CCOCC3)CCOCC2)cc1OC	i	i	i	11	i	i	i	-8	i	1	i
CCCN1CCN(c2nc(-c3cccs3)nc3ccccc23)CC1	i	i	i	-2	i	i	i	-6	i	5	i

An excerpt from above in order of heavy-atom count, rising.
SMILES	TRPC4 PAM	KCNK3 block	TRPC4 agonist	DYRK1A inh	KCNQ1 block	TMEM16A inh	KCNK9 inh	hERG rescue	TMEM16A act	HDAC3 inhib	KCNQ1 act
O=C(NCCCn1ccnc1)c1cc2cc([N+](=O)[O-])ccc2oc1=O	i	i	i	2	i	i	i	-5	i	-1	i
COc1ccc(N2C(=O)CC(Sc3nc(C)c4c(n3)CCCC4)C2=O)cc1 (centres undefined)	i	i	i	4	i	i	i	-6	i	-4	i
CCOC(=O)CCCSc1nc(-c2ccc3c(c2)OCO3)cc(C(F)(F)F)c1C#N	i	i	i	13	i	i	i	-7	i	1	i

(cont.)
SMILES	TRPC4 PAM	KCNK3 block	TRPC4 agonist	DYRK1A inh	KCNQ1 block	TMEM16A inh	KCNK9 inh	hERG rescue	TMEM16A act	HDAC3 inhib	KCNQ1 act
COc1ccc(C(=O)/C=C/c2ccsc2)cc1CSCC(=O)O	i	i	i	12	i	i	i	-17	i	8	i
Cc1ccc(-c2nnc(N3CCN(C(=O)c4cccs4)CC3)c3ccccc23)cc1	i	i	i	2	i	i	i	-12	i	6	i
CCOC(=O)c1cccc(NC(=O)C2CCCN(S(=O)(=O)c3c(C)n[nH]c3C)C2)c1 (centres undefined)	i	i	i	-2	i	i	i	-2	i	-1	i
COc1ccccc1CN1C(=O)c2ccccc2C1C(=O)NC1CCC(C)CC1 (centres undefined)	i	i	i	·	i	i	i	-17	i	-23	i
CC1Cc2ccccc2N1C(=O)CSc1nnc(-c2ccccc2)c(-c2ccccc2)n1 (centres undefined)	i	i	i	-2	i	i	i	-21	i	5	i
O=C(CSc1ncn[nH]1)Nc1nsc(-c2ccccc2)n1	i	i	i	-7	i	i	i	-6	i	1	i
